Screens deposited in PubChem by several laboratories.
PMI activator – activators of human phosphomannose isomerase. actives 0.005% (n = 190,000). activation factor at 20 µM. purified human PMI, coupled resazurin fluorescence, 20 min; active compounds read high; 1 = vehicle control, 0 substrate-free wells. AID 1214;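 active = activation factor of 2 or more at 20 µM, relative to plate controls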
Target sequence (P34949 whole entry, looked up): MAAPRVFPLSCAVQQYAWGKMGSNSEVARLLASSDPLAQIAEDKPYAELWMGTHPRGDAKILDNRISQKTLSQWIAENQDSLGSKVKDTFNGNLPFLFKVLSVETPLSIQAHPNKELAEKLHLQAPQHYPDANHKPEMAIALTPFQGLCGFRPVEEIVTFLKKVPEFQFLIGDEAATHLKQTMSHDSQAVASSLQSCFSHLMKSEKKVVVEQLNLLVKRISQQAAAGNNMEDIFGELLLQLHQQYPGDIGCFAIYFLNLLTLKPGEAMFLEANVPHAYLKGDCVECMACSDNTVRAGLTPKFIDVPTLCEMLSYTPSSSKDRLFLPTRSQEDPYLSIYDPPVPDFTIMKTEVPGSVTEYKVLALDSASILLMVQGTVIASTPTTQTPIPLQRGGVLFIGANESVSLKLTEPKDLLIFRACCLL
S1P3 antag – S1P3 (human) receptor antagonism; Q99500; inhibition, % at 4.98 µM; actives 0.27% (n = 170,000); AID 485; CHO S1P3 NFAT-BLA reporter, FRET fluorescence, antagonist mode;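 active = inhibition above the plate cutoff, the mean inhibition of test wells on that plate plus 3 SD, cut at about 28% in these data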;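 also: cells challenged with S1P at its EC80 of 0.8 µM; blue over green emission ratio from cleaved BLA substrate after 4 h stimulation; 0% = S1P-stimulated wells and 100% = unstimulated DMSO-only wells; some compounds past the cut are filed as inactive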
Target sequence (Q99500 whole entry, looked up): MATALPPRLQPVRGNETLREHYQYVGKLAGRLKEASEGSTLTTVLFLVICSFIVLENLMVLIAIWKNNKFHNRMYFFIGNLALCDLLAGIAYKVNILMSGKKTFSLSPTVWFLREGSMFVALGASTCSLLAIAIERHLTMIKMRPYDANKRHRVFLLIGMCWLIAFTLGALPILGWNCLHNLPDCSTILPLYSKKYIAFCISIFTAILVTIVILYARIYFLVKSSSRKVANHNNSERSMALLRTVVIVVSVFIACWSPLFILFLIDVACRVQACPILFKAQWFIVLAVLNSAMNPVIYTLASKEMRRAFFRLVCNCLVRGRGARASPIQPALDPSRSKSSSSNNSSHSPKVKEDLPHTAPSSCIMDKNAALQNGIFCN
TLR4-MyD88 BLA – TLR4-MyD88 interaction inhibition in cells; O00206+Q99836; HeLa CL3-4 TLR4/MyD88 BLA complementation, FRET ratio; inhibition, % at 8.4 µM; actives 0.18% (n = 200,000); AID 861; in the data active = inhibition above about 25%;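 also: 0% = vehicle and 100% = reference inhibitor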
Hsp70 act – switches on Hsp70 transcription; actives 0.04% (n = 200,000); activation, % at 10 µM; HeLa Hsp70 promoter luciferase reporter, luminescence; scaled: vehicle 0, proteasome-inhibitor control 100%; AID 1203;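 active = activation above the mean across all tested compounds plus 3 SD, cutoff set per campaign, cut at about 5.5% in these data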;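 also: 100% = MG132 at 30 µM as the positive control and 0% = DMSO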
Diaph inh CS – inhibits diaphorase or chemically oxidizes, flagging diaphorase assay artifacts | inhibition, % at 20 µM | AID 1217 | actives 0.69% (n = 190,000) | diaphorase resazurin-to-resorufin fluorescence, NADH, 16 min; bacterial (C. kluyveri) enzyme, not human;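 active = primary screen inhibition at 20 µM above a set limit, cut at about 50% in these data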;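 also: plate controls were DMSO with full reaction for no effect and wells lacking NADH for full effect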
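material = Clostridium kluyveri diaphorase enzyme | amount = 0.14 U/mL diaphorase, enzyme working solution | schedule = incubation 16 min, room temperature | detection = fluorescence of resorufin formed from resazurin, Ex 544/Em 590 nm | benchmarks = positive control minus NADH, DMSO neutral control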
Redox H2O2 prof – compounds producing H2O2 with reducing agent – biochemical, NIH compound library profiling, artefact control for MLSCN library redox annotation, primary screen; DTT-dependent redox cycling H2O2, phenol red/HRP absorbance; 100% = 100 µM peroxide control, 0% = buffer; activation, % at 10 µM; actives 0.03% (n = 200,000);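 active = activation of at least 50% relative to the plate's high and low controls in the primary single-dose screen; inactive = activation below 50%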;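 also: compound incubated with DTT at 0.8 mM final as the reducing agent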
L major viab – Leishmania major promastigote growth inhibition; inhibition, % at 10 µM; Leishmania major promastigotes, resazurin fluorescence viability; actives 9% (n = 200,000); AID 1063;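 also: promastigotes grown with compound for 44 hours at 28 °C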
Diaphorase act – counter-screen for diaphorase-based assays: diaphorase activators and chemical reducers. actives 0.005% (n = 190,000). activation factor at 20 µM. Diaphorase/resazurin coupled assay, resorufin fluorescence, 16 min; active compounds read high; 1 = vehicle wells, 0 = NADH-free wells. AID 1229;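 active = diaphorase activity raised at least twofold by the compound at 20 µM; inactive = activation factor below 2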
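Assay system: Purified diaphorase enzyme from Clostridium kluyveri | Amount: Enzyme 0.07 U/mL final | Dosing: Compound 20 µM once, DMSO 1% | Timing: 16 min reaction at room temperature | Detection: Fluorescence, excitation 544 nm and emission 590 nm | Evaluation: Higher resorufin formation from activation or reduction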
G6PDH CS – L. mesenteroides G6PDH inhibition counter-screen; Purified L. mesenteroides G6PDH, diaphorase/resazurin coupled fluorescence, 45 min; inhibition, % at 5 µM; actives 0.12% (n = 200,000)
RAM network inh – blocks the yeast RAM network | S. cerevisiae dse1pr::URA3 reporter, 5-FOA growth OD615, 2 d; analog-sensitive cbk1-as2 kinase mutant strain | inhibition, % at 50 µM | actives 1.8% (n = 190,000);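 active = inhibition above a set limit, 3 SD over mean compound inhibition, cut at about 8.4% in these data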;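 also: 0% = DMSO-only wells with no growth and 100% = 10 µM 1-NA-PP1 full growth; inhibition rescues growth on 5-FOA so higher OD means more RAM inhibition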
PMI act hi M6P – activators of human phosphomannose isomerase at near-saturating mannose 6-phosphate; P34949; coupled PMI enzyme assay, resazurin fluorescence, 20 min; active compounds read high; 1 = untreated enzyme, 0 = substrate-free blank; activation factor at 20 µM; actives 0.34% (n = 190,000);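 active = activation factor of 2 or more at 20 µM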
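Material: human phosphomannose isomerase with PGI, G6PDH, diaphorase coupling enzymes; amount: PMI at 15 ng/mL final; also added: Mannose-6-phosphate 1.0 mM (near-saturating) plus 0.22 mM NADP+; incubation: enzyme reaction with compound 20 min at room temperature; signal: resorufin fluorescence (Ex 544/Em 590 nm) from resazurin via diaphorase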
Numbers without * were called inactive; · = no result given. Rule as the data show it, unless noted: active = inhibition above about 50%; inactive = the rest. An unsorted share of the library (roughly 12% active in at least one column).

SMILES | PMI activator | S1P3 antag | TLR4-MyD88 BLA | Hsp70 act | Diaph inh CS | Redox H2O2 prof | L major viab | Diaphorase act | G6PDH CS | RAM network inh | PMI act hi M6P
CCOC(=O)Cc1csc(NC(=O)c2cccc(N3C(=O)CCC3=O)c2)n1 | 0.9 | -15 | -8 | -0.3 | 6 | 1.1 | -2 | 0.9 | 4 | -0.4 | 0.9
CCc1cc2c(SCC(=O)c3ccc(C)cc3)ncnc2s1 | 0.9 | · | -5 | -0.6 | 10 | 0.2 | -5 | 0.9 | 2 | 9.9* | 1
COc1ccc(NC(=O)C(NC(=O)c2ccccc2)C(C)C)cc1 (stereo unspecified) | 0.9 | · | 3 | -0.5 | 4 | -0.1 | 0 | 1 | 3 | 1.4 | 0.9
CC1CCN(c2c(NCC3CCC(C(=O)Nc4ccccn4)CC3)c(=O)c2=O)CC1 (stereo unspecified) | 1.1 | 4 | 5 | -0.1 | 9 | 0.5 | -7 | 0.9 | 16 | 0.3 | 1
O=C(/C=C/c1cccs1)c1cc(Cl)ccc1O | 1 | 3 | 5 | -0.3 | 5 | -0.2 | 14 | 0.9 | 0 | 0.2 | 1
CCOC(=O)N1CCN(C(=O)CN(c2cccc(C)c2)S(=O)(=O)c2ccc(C)cc2)CC1 | 0.9 | 1 | 2 | -0.1 | 8 | -2.1 | 0 | 0.9 | 3 | 0.7 | 0.9
C=CCSc1nc2ccccc2c2nc(-c3ccccc3)nn12 | 1 | · | 0 | -0.2 | -5 | 3.8 | -4 | 1.1 | 2 | 13* | 0.9
CCc1ccc(NC(=O)COc2ccc(F)cc2C(=O)c2cnn(-c3ccccc3)c2)cc1 | 0.8 | 6 | 1 | 0.0 | 20 | 1.9 | 6 | 0.8 | -10 | 3.8 | 0.8
CCOCCCNC(=O)CCSc1ccc(C)cc1 | 1 | · | 10 | 0.4 | 13 | 0.7 | -6 | 0.9 | 6 | 0.1 | 1.1
CCOCCOC(=O)c1ccc(-n2cnc(C)n2)nc1 | 1 | -20 | -7 | 0.0 | 7 | -0.7 | 8 | 0.9 | 8 | 2.6 | 1
O=C(O)Cc1ccc(NC(=O)c2cccs2)cc1 | 0.8 | -20 | -12 | -0.3 | 21 | 2.8 | -5 | 0.8 | -2 | -0.9 | 0.9
Nc1nnc(CCCCCCCCCCc2nnc(N)s2)s1 | 1 | -16 | -4 | -0.4 | -4 | -0.8 | -3 | 1 | 6 | 4.3 | 1.1
CC(O)C(O)C(O)C(O)C1NCCS1 (stereo unspecified) | 1.1 | -13 | -8 | 0.4 | 12 | -3.8 | -6 | 0.9 | 1 | 0.5 | 1.1
Cc1cccn2cc(-c3ccc(F)cc3)nc12 | 1 | 7 | 8 | 0.1 | 18 | 0.2 | 1 | 0.8 | -8 | 0.7 | 1
CCNC(=O)NC(=O)CSc1nc2ccccc2n1CC(C)C | 0.9 | · | -12 | -0.2 | 16 | 1.7 | 2 | 0.8 | 5 | 1.2 | 0.9
O=C(CSc1ncn(-c2ccccc2)n1)Nc1ccc(Br)cn1 | 0.9 | · | -11 | -0.3 | 15 | -0.4 | 3 | 0.9 | 7 | 0.2 | 1
Cn1c(SCC(=O)n2c3c(c4ccccc42)CCCC3)nnc1-c1ccccc1 | 1 | · | 0 | 0.1 | 7 | 0.0 | 1 | 0.9 | 0 | 0.2 | 1
Cc1cc(C)nc(SCc2cn3cc(Cl)ccc3n2)n1 | 1 | 6 | -3 | 0.0 | 6 | 0.2 | 0 | 0.9 | -1 | 1.2 | 1
COc1ccc(C)c(S(=O)(=O)Nc2ccc(OCC(=O)O)cc2)c1 | 0.9 | -22 | 2 | -0.2 | 10 | -2.0 | -7 | 0.9 | 4 | -0.5 | 1
CCOC(=O)N1CCN(CC(O)COC2CC(C)CC(C)(C)C2)CC1 (stereo unspecified) | 1 | -12 | -2 | -0.4 | 1 | 0.6 | 93* | 1 | 7 | 2.2 | 1
CCOc1ccc(CCN2C(=O)CCC2(C)C(=O)NC(C)CC)cc1OCC (stereo unspecified) | 0.9 | 2 | -15 | -0.2 | 5 | -0.5 | 4 | 1 | 4 | 0.5 | 1
NC(=S)N/N=C\c1ccccc1OCc1ccccc1 | 1 | 16 | 0 | -0.4 | 22 | 0.1 | 68* | 0.8 | -2 | -0.8 | 1
O=[N+]([O-])c1ccc(N2CCN(c3ccc(Cl)nn3)CC2)c(Cl)c1 | 1 | · | 0 | -0.4 | -5 | 0.4 | 2 | 1 | 1 | -0.3 | 1
O=C(CSc1nnc(Cn2c(=O)sc3ccccc32)n1-c1ccccc1)NCc1ccco1 | 1.1 | 9 | 6 | -0.3 | 6 | -0.5 | -5 | 0.9 | 0 | 0.2 | 1.1
Cc1ccc(CNC(=O)Cn2c(=O)c3sccc3n(Cc3cccc([N+](=O)[O-])c3)c2=O)cc1 | 0.9 | -1 | -2 | -0.1 | -2 | 0.1 | -2 | 1 | -13 | 4.7 | 1.1

Another view of three compounds above.
| molecule | PMI activator | S1P3 antag | TLR4-MyD88 BLA | Hsp70 act | Diaph inh CS | Redox H2O2 prof | L major viab | Diaphorase act | G6PDH CS | RAM network inh | PMI act hi M6P |
| --- | --- | --- | --- | --- | --- | --- | --- | --- | --- | --- | --- |
| NC(=S)N/N=C\c1ccccc1OCc1ccccc1 | 1 | 16 | 0 | -0.4 | 22 | 0.1 | 68* | 0.8 | -2 | -0.8 | 1 |
| O=[N+]([O-])c1ccc(N2CCN(c3ccc(Cl)nn3)CC2)c(Cl)c1 | 1 | · | 0 | -0.4 | -5 | 0.4 | 2 | 1 | 1 | -0.3 | 1 |
| O=C(CSc1nnc(Cn2c(=O)sc3ccccc32)n1-c1ccccc1)NCc1ccco1 | 1.1 | 9 | 6 | -0.3 | 6 | -0.5 | -5 | 0.9 | 0 | 0.2 | 1.1 |

Continued:
SMILES | PMI activator | S1P3 antag | TLR4-MyD88 BLA | Hsp70 act | Diaph inh CS | Redox H2O2 prof | L major viab | Diaphorase act | G6PDH CS | RAM network inh | PMI act hi M6P
CCOC(=O)c1c[nH]n(-c2ccc(C)cc2)c1=O | 0.9 | -13 | -9 | -0.2 | 8 | -0.5 | 2 | 0.9 | 10 | -1.6 | 0.9
CCCCN(C(=O)NC(=O)Nc1cc(C)ccc1C)S(C)(=O)=O | 0.9 | -12 | 2 | 0.3 | 18 | 1.5 | 7 | 0.8 | 8 | 5.3 | 0.8
CC1OC(OCC2OC(Oc3c(-c4ccc(O)cc4)oc4cc(O)cc(O)c4c3=O)C(O)C(O)C2O)C(O)C(O)C1O (stereo unspecified) | 1 | 5 | -8 | -0.3 | 12 | -0.2 | -11 | 0.9 | 16 | 0.5 | 0.8
COc1ccc2nc(SCC(=O)Nc3nccs3)[nH]c2c1 | 1 | -9 | -3 | 0.1 | 16 | 0.9 | -2 | 0.8 | -3 | 2.6 | 0.9
CCn1c(SCC(=O)Nc2nc(C)c(C(=O)OC)s2)nnc1C(C)C | 1 | -18 | 5 | -0.2 | 18 | 0.2 | 1 | 0.8 | 1 | 2.0 | 1
O=C(Nc1ccc(Cl)cc1)C1=Cc2cc(Cl)ccc2OC1 | 0.9 | · | 10 | 0.3 | 10 | -0.3 | -3 | 0.9 | -1 | 1.4 | 1
CCc1cccc(C)c1NC(=O)C(c1ccc(O)cc1)N1CCC1=O (stereo unspecified) | 0.9 | · | 17 | -0.2 | 8 | -1.5 | -1 | 0.9 | 1 | -0.2 | 1
CC(=O)NC1C(Oc2cccc(C)c2)OC2COC(c3ccco3)OC2C1O (stereo unspecified) | 1 | -7 | 3 | -0.1 | 8 | 0.3 | 44 | 0.9 | -12 | -0.9 | 1
CC(=O)NC(=S)NNC(=O)C(c1ccccc1)c1ccccc1 | 1 | -8 | 2 | -0.2 | 2 | 0.0 | 11 | 1 | -1 | -0.7 | 1.3
Cc1ccc(S(=O)(=O)N2CC=C(c3c(C)n(C)c4ccccc34)CC2)cc1 | 1 | -7 | -7 | -0.2 | 2 | -0.1 | 12 | 1 | -12 | 2.6 | 1
CCOC(CNC(=O)c1cccn2c(=O)c3cc(Cl)ccc3nc12)OCC | 1 | · | -4 | -0.3 | 11 | 0.2 | 2 | 0.9 | 1 | 4.7 | 1.1
O=c1cnnc(Nc2ccccc2)[nH]1 | 1.1 | -5 | 2 | -0.2 | 4 | -1.6 | -7 | 1 | 3 | 1.1 | 1.1
COc1ccc(-c2cc3c(nn2)-c2ccccc2C3=O)cc1 | 1.2 | -15 | -8 | -0.4 | 4 | -0.6 | 2 | 1 | -8 | 4.5 | 1
CC(C)N(C(=O)Cn1c(SCC(=O)N2CCN(c3ccccc3)CC2)nc2ccccc21)C(C)C | 1 | 3 | · | · | 8 | · | · | 0.9 | 6 | · | 1
COc1cc2c(cc1OC)-c1cc(NC3CC3)nc(=O)n1CC2 | 1 | 4 | 9 | 0.9 | -1 | 0.2 | 20 | 1 | 4 | -0.3 | 1
Cc1ccc(C(=O)Cn2ncsc2=N)cc1 | 0.9 | · | -5 | 0.7 | 9 | 4.3 | -6 | 0.9 | -3 | -0.5 | 1
Nc1ncnc(Nc2cc(Cl)cc(Cl)c2)c1[N+](=O)[O-] | 1 | -3 | -8 | -0.5 | 8 | 1.2 | 55* | 0.9 | 12 | 6.8 | 1
CN(Cc1ccccc1)Cc1nc2c([nH]1)c(=O)[nH]c(=O)n2C | 0.9 | -58 | -3 | -0.1 | -4 | -0.8 | 8 | 1 | -3 | -0.4 | 1
CNCC(O)Cn1c(C(F)(F)F)nc2ccccc21 (stereo unspecified) | 1 | · | 4 | 0.1 | 5 | 0.9 | -10 | 1 | 4 | -0.8 | 1.1
CC(=O)N(C1CC(C)C(C#N)(C#N)C1(C#N)C#N)N(C)C (stereo unspecified) | 0.9 | 16 | 8 | -0.2 | 8 | -2.5 | -10 | 0.9 | 6 | 2.2 | 0.9

Four entries from above, ordered by the value under RAM network inh, high to low:
| Molecule | RAM network inh |
| --- | --- |
| COc1ccc(-c2cc3c(nn2)-c2ccccc2C3=O)cc1 | 4.5 |
| Cc1ccc(S(=O)(=O)N2CC=C(c3c(C)n(C)c4ccccc34)CC2)cc1 | 2.6 |
| CN(Cc1ccccc1)Cc1nc2c([nH]1)c(=O)[nH]c(=O)n2C | -0.4 |
| CC(=O)NC(=S)NNC(=O)C(c1ccccc1)c1ccccc1 | -0.7 |
